Source: PubChem
LMPTP inh – LMPTP phosphatase inhibitors, primary screen, biochemical, fluorescence intensity, uHTS; Low molecular weight phosphotyrosine protein phosphatase (Homo sapiens), P24666; recombinant LMPTP-A, OMFP fluorogenic substrate; inhibition, % at 20 µM; hit rate 0.22% among 360,000;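 active = compounds that cut the enzyme signal by at least half of the control window in the single-dose screen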;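 note: plate controls were DMSO wells with enzyme plus substrate for no effect and substrate without enzyme for full effect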
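Assay system: LMPTP-A, protein tyrosine phosphatase of low molecular weight / Medium: pH 6.0 Bis-Tris buffer with DTT and Triton X-100 / Schedule: 50 min enzyme reaction at room temperature, protected from light / Measured by: endpoint fluorescence intensity from OMFP dephosphorylation / Read-out basis: % inhibition relative to no-enzyme and uninhibited control wells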
Rin1-Abl PPI inh – inhibitors of Rin1-Abl protein binding, primary screen, biochemical, TR-FRET; hit rate 0.4% among 360,000; Tyrosine-protein kinase ABL1 (Homo sapiens) + Ras and Rab interactor 1 (Homo sapiens), …; inhibition, % at 7.35 µM; in the data active = inhibition above about 5%, passing the limit was not always enough
NadD inh – inhibitors of S. aureus NadD, primary screen, biochemical, colorimetric, uHTS | purified NadD enzyme, colorimetric absorbance read-out | inhibition, % at 20 µM | hit rate 0.78% among 360,000 | AID 602399, 2012; in the data active = inhibition above about 26%; note: some compounds past the cut are filed as inactive
SUMO1 PPI mod – modulators of SUMO1 protein-protein interactions, primary screen, biochemical, uHTS; Small ubiquitin-related modifier 1 (Homo sapiens), P63165; SUMO1 binding to a labelled peptide, TR-FRET, 1 h; inhibition, % at 20 µM; hit rate 0.33% among 360,000; AID 602429, 2012; in the data active = inhibition above about 37%
Target sequence (P63165 whole entry, looked up): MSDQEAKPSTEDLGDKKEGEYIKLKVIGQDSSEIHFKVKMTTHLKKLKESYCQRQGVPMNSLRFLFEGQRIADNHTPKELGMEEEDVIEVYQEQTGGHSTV
Neddyl block – inhibitors of cullin neddylation, primary screen, biochemical, TR-FRET, uHTS, NAE and Ubc12; NEDD8-conjugating enzyme Ubc12 (Homo sapiens) + NEDD8-activating enzyme E1 regulatory …; calls only at 25 µM; hit rate 0.58% among 360,000; in the data active = inhibition above about 36%
Rpn11 inh – Rpn11 (PSMD14) deubiquitinase inhibitors, primary screen, biochemical, fluorescence polarization, uHTS; hit rate 0.59% among 360,000; 26S proteasome non-ATPase regulatory subunit 14 (Homo sapiens), O00487; human 26S proteasome, Ub4-pepOG fluorescence polarization; 20S core pre-blocked with epoxomicin; AID 588493, 2011; calls only at 20 µM;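 active = inhibition at 20 µM, scaled to each plate's controls, above about 33%, limit read from the data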
Target sequence (O00487 whole entry, looked up): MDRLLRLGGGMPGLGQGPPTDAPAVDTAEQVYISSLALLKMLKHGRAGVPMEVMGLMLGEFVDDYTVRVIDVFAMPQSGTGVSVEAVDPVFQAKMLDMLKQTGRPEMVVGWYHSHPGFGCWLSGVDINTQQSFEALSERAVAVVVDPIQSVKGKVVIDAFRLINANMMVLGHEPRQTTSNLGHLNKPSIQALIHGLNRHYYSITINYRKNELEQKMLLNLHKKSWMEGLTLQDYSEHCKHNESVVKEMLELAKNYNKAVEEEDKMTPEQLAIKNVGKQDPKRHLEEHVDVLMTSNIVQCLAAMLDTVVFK
STEP block – STEP phosphatase inhibitors, primary screen, biochemical, fluorescence intensity, uHTS; inhibition, % at 20 µM; recombinant STEP, OMFP fluorogenic substrate; AID 588621, 2011; hit rate 0.25% among 360,000;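 active = inhibition at 20 µM, scaled per plate between control wells, above about 37%, limit read from the data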;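 note: 0% = DMSO with enzyme and substrate and 100% = substrate only without enzyme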
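Measure: Control-normalized % inhibition with plate pattern correction | Test system: STEP phosphatase, cell-free reaction | Medium: pH 6.0 Bis-Tris with DTT and Tween 20 | Technique: Fluorescence, 480/540 nm | Times: Reaction 20 min, ambient temperature | Doses: Single compound dose of 20 µM, 1% DMSO final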
DNMT1 inh – human DNMT1 methyltransferase inhibitors, primary screen, biochemical, molecular beacon, fluorescence, HinP1I cleavage, uHTS | inhibition (reported as % activation of signal), % at 10 µM | hit rate 0.83% among 360,000 | DNA (cytosine-5)-methyltransferase 1 (Homo sapiens), P26358; in the data active = inhibition above about 50%
Scp-1 inhibitor – Scp-1 phosphatase inhibitors, primary screen, biochemical, colorimetric, uHTS | Carboxy-terminal domain RNA polymerase II polypeptide A small phosphatase 1 (Homo … | Recombinant Scp1, phosphopeptide, malachite green phosphate absorbance | inhibition, % at 20 µM | hit rate 0.88% among 340,000 | AID 493091, 2011;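 active = inhibition above about 50% at 20 µM, limit read from the data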;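 note: plate controls were DMSO wells with enzyme for no effect and wells lacking enzyme for full effect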
Target sequence (Q9GZU7 76-261 limits assumed): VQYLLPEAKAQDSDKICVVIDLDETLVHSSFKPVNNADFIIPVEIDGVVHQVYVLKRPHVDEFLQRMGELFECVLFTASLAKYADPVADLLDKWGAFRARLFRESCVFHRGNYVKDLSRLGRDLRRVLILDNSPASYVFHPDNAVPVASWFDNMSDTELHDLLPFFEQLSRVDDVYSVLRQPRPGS
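Material – SCP-1 phosphatase catalytic domain, residues 76-261 · Buffer or medium – Acidic Tris acetate buffer with magnesium and detergent · Also added – Phospho 17-mer peptide substrate · Compound – single 20 µM dose, 1% DMSO · Times – 45 min room-temperature reaction, 5 min colour, 30 min stabiliser · Technique – Phosphate-binding colour reagent, absorbance read at 630 nm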
CSN inh – inhibitors of CSN-mediated cullin deneddylation, primary screen, biochemical, fluorescence polarization, uHTS; COP9 signalosome complex subunit 5 (Homo sapiens), Q92905; Purified CSN, SCF-Nedd8-OG deneddylation; inhibition, % at 12.5 µM; hit rate 0.38% among 360,000; AID 651999, 2013;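 active = pattern-corrected inhibition above about 35%, with an unprinted fluorescence ratio check between 0.5 and 1.5, limit read from the data, passing the limit was not always enough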;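 note: 0% = enzyme with substrate and 100% = substrate without enzyme; some results filed as inactive read as strong as hits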
Target sequence (Q92905 whole entry, looked up, one chain of several): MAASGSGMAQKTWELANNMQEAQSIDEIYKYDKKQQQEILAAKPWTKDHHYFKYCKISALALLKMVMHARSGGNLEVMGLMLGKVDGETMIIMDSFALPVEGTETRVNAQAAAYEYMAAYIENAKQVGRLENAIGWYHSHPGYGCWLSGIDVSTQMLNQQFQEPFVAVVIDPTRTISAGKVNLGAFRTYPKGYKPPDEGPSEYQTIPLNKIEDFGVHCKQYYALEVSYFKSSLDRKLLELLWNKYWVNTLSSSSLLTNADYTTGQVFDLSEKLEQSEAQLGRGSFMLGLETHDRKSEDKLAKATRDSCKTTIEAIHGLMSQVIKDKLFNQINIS
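Material: human Csn5 produced in HEK293T cells; Input: enzyme 0.24 nM; Reagent: SCFSkp2-Nedd8OG substrate at 10 nM final; Dosing: 12.5 µM compound; Incubation: 90 min reaction at room temperature; Detection: fluorescence polarization of the substrate; Evaluation: % inhibition of substrate cleavage by Csn5; Control set: substrate-only high control, full reaction low control.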
Numbers without * were called inactive; i = inactive; . = not tested or not shown; + = active, no number.

SMILES | SUMO1 PPI mod | Neddyl block | Rin1-Abl PPI inh | Scp-1 inhibitor | DNMT1 inh | NadD inh | CSN inh | LMPTP inh | STEP block | Rpn11 inh
O=C(Nc1ncccc1O)c1ccc2ccccc2c1 | -26 | i | -5 | 0 | -1 | 1 | -1 | 0.5 | 1 | i
Nc1nc(N)nc(-c2ccc([N+](=O)[O-])o2)n1 | -31 | i | -2 | -18 | -9 | -2 | -3 | -1.6 | -4 | i
COc1cccc(CN(C)C(=O)C23CC4CC(CC(NC(C)=O)(C4)C2)C3)c1OC | -2 | i | 0 | -5 | 0 | -1 | -7 | -0.1 | -2 | i
CC(C)Oc1ccc(C(=O)/C(=C\c2cccs2)c2nc3ccccc3o2)cc1 | 0 | i | 2 | -8 | -4 | -4 | 2 | 2.3 | 1 | i
CCOC(=O)c1ccc(N(CC(=O)NC2CCCCC2)C(=O)CNC(=O)c2ccco2)cc1 | -1 | i | 3 | 2 | 0 | 0 | 1 | 0.0 | 3 | i
Cn1nc(-c2ccccc2)cc1NS(=O)(=O)c1ccc(C#N)cc1 | 1 | i | -1 | 47 | -7 | 5 | 8 | -0.1 | 2 | i
CCOc1ccc(Nc2nc(N)c([N+](=O)[O-])c(NCc3ccccc3)n2)cc1 | -4 | i | 5 | 2 | 11 | 3 | -1 | 2.1 | -2 | i
COc1ccc(C(=O)N/C(=C\c2cn(S(=O)(=O)N(C)C)c3ccccc23)C(=O)NCCCn2ccnc2)cc1 | 0 | i | 1 | -5 | -3 | 18 | 1 | -2.5 | -2 | i
Cc1ccc(S(=O)(=O)N2CCN(c3nc(C(C)C)c4c(c3C#N)CC(C)(C)OC4)CC2)cc1 | -2 | i | -2 | -5 | -8 | -5 | 5 | 2.7 | 2 | i
O=C(NCc1ccc(F)cc1)c1c2c(nc3ccccc13)CCC2 | 8 | i | -2 | 52* | 57* | 17 | 5 | 6.5 | 5 | i
CCOC(=O)c1c(NC(=O)COC(=O)c2ccccn2)sc(C)c1C | 4 | i | -2 | -6 | 5 | 1 | 6 | 0.9 | 3 | i
CSCC[C@H](NC(=O)NCc1ccc(F)cc1)C(=O)O | 0 | i | 0 | 3 | 0 | 3 | -3 | 0.7 | -2 | i
Nc1ncnc2c1ncn2[C@@H]1O[C@H](C(=O)Nc2cc(C(F)(F)F)cc(C(F)(F)F)c2)[C@@H](O)[C@H]1O | 3 | i | 4 | . | 3 | -1 | -3 | -0.3 | -3 | i
CC(=O)Nc1ccc(N/C(C)=C/C(=O)c2cccnc2)cc1 | -3 | i | -1 | -1 | 5 | 5 | -1 | -1.1 | 2 | i
Cc1cccc(-[n+]2c(-c3cccc(Br)c3)[nH]c3nc4ccccc4nc32)c1 | 1 | i | 4 | -9 | -3 | 2 | 4 | 4.6 | 3 | i
Cc1ccc(C(=O)OCC(=O)NCCC2=CCCCC2)s1 | 0 | i | 0 | 1 | 10 | -7 | -3 | -1.4 | 1 | i
CCCCC(=O)NCc1ccccc1Cl | 0 | i | 6 | -1 | -5 | 0 | 8 | -1.5 | 1 | i
NC1=NC(=O)C(Cc2cccc(Cl)c2)S1 (stereo not drawn) | 0 | i | -2 | -6 | -3 | 1 | 0 | -1.4 | 0 | i
CC(C)(C)c1ccc(C(=O)NCCC(=O)NCc2ccco2)cc1 | 0 | i | 3 | 0 | 2 | -4 | 1 | 0.3 | -2 | i
CS(=O)(=O)N(CC(=O)N1CCCCC1)c1ccc2c(c1)OCO2 | 1 | i | -1 | 2 | 3 | -4 | -1 | -1.3 | -3 | i
O=C(CSc1ccc(-c2ccccn2)nn1)N1CCCC1 | 4 | i | -7 | -5 | -2 | 9 | 0 | -0.2 | -1 | i
CC(=O)c1cccc(NC(=O)C(C)OC(=O)c2ccc(-n3cnnn3)cc2)c1 (stereo not drawn) | 0 | i | 2 | -4 | -4 | 1 | 2 | -0.2 | -1 | i
CC(=O)N1CCc2[nH]c3ccc(C)cc3c2C1 | -4 | i | 0 | -5 | -13 | 0 | 0 | -0.6 | 2 | i
Cc1nnc(C)c2c(C)n(C(C)c3ccccc3)c(C)c12 (stereo not drawn) | 0 | i | -9 | 1 | -4 | 1 | 4 | 11 | 4 | i
Cc1nc2ccc(NS(=O)(=O)c3ccc(F)cc3F)cc2s1 | -1 | i | -2 | -2 | 0 | 5 | 8 | -0.7 | -3 | i
COc1cccc(-c2ccc(C#N)c(=O)[nH]2)c1 | -13 | + | 0 | -7 | 3 | 7 | 3 | -1.2 | 0 | i
COc1ccc(NC(=O)CSCC(=O)N(C)Cc2cccc(OC)c2OC)cc1 | -40 | i | 1 | -10 | -7 | 7 | 4 | -8.1 | 1 | i
O=C(O)CSc1ncnc2sc3c(c12)CCCC3 | 7 | i | -28 | -3 | 0 | 2 | -5 | -0.5 | -2 | i
Cc1ccc(S(=O)(=O)N2CCN(C(=O)C3CCCCC3)CC2)cc1 | -1 | i | 0 | -6 | -2 | -3 | 3 | -1.4 | 1 | i
O=C(c1nc2ccc(Cl)cn2c1CN1CCC(O)CC1)N1CCc2ccccc2C1 | -2 | i | 0 | -2 | 3 | -2 | 5 | -1.0 | 2 | i
Cc1ccc(C(=O)c2ccc(O)cc2)cc1C | -1 | i | 4 | -11 | 2 | 7 | 2 | 0.4 | -3 | i
C=CCN(c1ccccc1)S(=O)(=O)c1ccc(Cl)c(C(=O)OCC(=O)c2[nH]c(C)c(C(C)=O)c2C)c1 | 1 | i | 2 | -6 | 1 | 4 | -2 | 3.5 | 3 | i
COC(=O)CSc1nnc(CNC(=O)c2ccccc2F)n1-c1ccc(F)cc1 | 3 | i | 1 | 0 | 1 | -2 | 6 | -1.6 | -1 | i
O=Nc1c(O)[nH]c2ccc(Cl)c(Cl)c12 | -25 | i | 0 | -5 | -16 | 0 | 4 | -121 | 3 | i
Cc1cc(N2CCN(Cc3nc(-c4ccc(F)cc4)oc3C)CC2)cc(C)n1 | 2 | i | 1 | -5 | 3 | -5 | 5 | 3.9 | -4 | i
CC(C)Cn1nc(C(=O)Nc2cccc(S(=O)(=O)N3CCCC3)c2)c2ccccc2c1=O | 0 | i | 0 | -5 | -2 | -3 | 2 | 4.5 | 2 | i
CC(C)(C)CC(=O)NC(=S)Nc1ccccc1C(F)(F)F | 0 | i | -1 | -11 | -5 | -8 | -4 | 0.8 | -1 | i
C=CCNC(=O)c1ccc2nc(Cc3ccc(OC)cc3)oc2c1 | -1 | i | 2 | 16 | -3 | -4 | 0 | -0.6 | 0 | i
O=C1COc2ccc(S(=O)(=O)N3CCN(c4ccccc4F)CC3)cc2N1 | 4 | i | -1 | -8 | 0 | -9 | 0 | 1.1 | 2 | i
CCOC(=O)c1sc(NC(=O)COc2ncnc3ccccc23)c(C(=O)OCC)c1C | -1 | i | 2 | -2 | -8 | 4 | 0 | 1.4 | 2 | i
COc1ccc(C2=NN(CN3C(=O)C(=O)c4ccccc43)C(c3cccc([N+](=O)[O-])c3)C2)cc1 (stereo not drawn) | -11 | i | 0 | -18 | -8 | 15 | -9 | 1.2 | 9 | i
O=C(O)c1ccc(Cl)c(S(=O)(=O)NCc2ccco2)c1 | 0 | i | 0 | 14 | 1 | 5 | -4 | -4.2 | 2 | i
O=C(COC(=O)c1ccc(Cl)c(Cl)c1)NC1CCCC1 | 2 | i | 2 | -7 | 1 | -7 | 0 | -0.8 | 0 | i
S=C(Nc1ccccc1Cl)N1CCCCCC1 | 0 | i | -1 | -7 | -1 | 4 | 1 | -0.4 | -1 | i
O=C1NC2(CCC3(CC2)OCCO3)NN1c1ccc(Cl)cc1 | -4 | i | 7 | 3 | 1 | 1 | -1 | -0.2 | 2 | i
CN(C(=O)Cn1c(Cl)nc2c1c(=O)n(C)c(=O)n2C)C1CCS(=O)(=O)C1 (stereo not drawn) | -1 | i | 2 | -1 | 0 | 5 | 2 | -1.6 | -1 | i
Oc1ccc(C2N=C(c3ccccc3)NC(c3ccccc3)=N2)cc1 | -3 | i | -3 | -13 | 1 | -7 | -3 | 2.1 | -1 | i
CN(Cc1ccccc1)C(=O)Nc1c(Cl)cccc1Cl | -3 | i | 1 | . | 0 | 0 | 2 | -2.0 | 0 | i
CCN(CC)CCCN1C(=O)C(=O)/C(=C(/O)c2ccc(Cl)cc2)C1c1ccccn1 (stereo not drawn) | -12 | i | 0 | -6 | 2 | -5 | -1 | -4.5 | 3 | i
O=C(NC1CCCCC1)C(c1ccccc1)N(C(=O)c1cccs1)c1ccc2c(c1)OCO2 (stereo not drawn) | -1 | i | 3 | -7 | 30 | -1 | 0 | 0.0 | -2 | i
C=C(C)CN(CC)C(=O)CN1C(=O)NC(C)(c2ccc3ccccc3c2)C1=O (stereo not drawn) | 0 | i | 1 | -7 | 3 | -6 | 2 | -1.2 | 1 | i
CCN(C[C@H]1N[C@@](C)(C(=O)OC)[C@H]2C(=O)N(Cc3ccccc3)C(=O)[C@@H]12)S(=O)(=O)c1ccc(C)cc1 | 5 | i | -3 | -2 | -1 | -1 | -5 | -1.2 | -2 | i

Reprinted at random: 3 records from the list
SMILES | SUMO1 PPI mod | Neddyl block | Rin1-Abl PPI inh | Scp-1 inhibitor | DNMT1 inh | NadD inh | CSN inh | LMPTP inh | STEP block | Rpn11 inh
O=C1NC2(CCC3(CC2)OCCO3)NN1c1ccc(Cl)cc1 | -4 | i | 7 | 3 | 1 | 1 | -1 | -0.2 | 2 | i
O=C(COC(=O)c1ccc(Cl)c(Cl)c1)NC1CCCC1 | 2 | i | 2 | -7 | 1 | -7 | 0 | -0.8 | 0 | i
CCN(CC)CCCN1C(=O)C(=O)/C(=C(/O)c2ccc(Cl)cc2)C1c1ccccn1 (stereo not drawn) | -12 | i | 0 | -6 | 2 | -5 | -1 | -4.5 | 3 | i
